Source: PubChem (several laboratories)
KKLEB tox: counter-screen for CF NF-kB inhibitors: cytotoxicity; KKLEB CF airway cells viability, ATPlite luminescence, overnight; stronger effect = lower value; cells stimulated with P. aeruginosa culture filtrate; 360,000 compounds, 0.36% hits; activity change (cytotoxicity), % at 5 µM; AID 602141;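 active = corrected activity change at or below -50% at 5 µM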
HIF-2a block: HIF-2a inhibition. inhibition, % at 18.8 µM. 360,000 compounds, 0.72% hits. 786-0 RCC cells HIF-2a reporter, luciferase luminescence, overnight. AID 624352;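 active = inhibition of the luminescence signal of 40% or more relative to plate controls, in a single-dose primary screen at 18.75 µM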
Shn3 3UTR inh: reduces Shn3 3'UTR luciferase signal in osteoblasts. Clone20 osteoblast Shn3 3'UTR firefly luciferase, 24 h. inhibition, % at 12.5 µM. 360,000 compounds, 0.52% hits. AID 588674;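 active = mean inhibition of at least 75% with every replicate also reaching 75%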;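 also: 0% = median of neutral control wells and 100% = pilot-screen positive control compound; some compounds past the cut are filed as inactive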
TROY signal inh: inhibitors of TROY-dependent NF-kB signaling; inhibition, % at 10 µM; Q293 LMP1-TROYcd NF-kB luciferase reporter, 4 h; 360,000 compounds, 0.98% hits;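 active = compounds whose plate-normalised and pattern-corrected inhibition of the luciferase reporter signal at the single screening dose is 50% or more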
TWEAK-Fn14 inh: blocks TWEAK-Fn14 interaction in a reporter cell assay. TWEAK-stimulated Fn14 reporter cells, luciferase luminescence, 8 h. inhibition, % at 10 µM. 360,000 compounds, 2% hits; in the data active = inhibition above about 50%
Peg3 prom inh: inhibitors of Peg3 promoter; HeLa PEG-Prom luciferase reporter, luminescence, overnight; inhibition, % at 20 µM; 360,000 compounds, 1.7% hits;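 active = inhibition of at least 50% at 20 µM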
NR2E3 ag-1: human photoreceptor-specific nuclear receptor agonism | CHO-S Gal4-NCOR/VP16-NR2E3 two-hybrid, luciferase | inhibition of corepressor binding, % at 3.98 µM | 360,000 compounds, 0.35% hits | AID 602229;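 active = inhibition above the mean of all tested compounds plus 3 SD, cut at about 70% in these data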;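 also: 0% = DMSO with NR2E3 transfected cells and 100% = cells lacking NR2E3 construct; higher means lower luciferase signal from less NR2E3 corepressor binding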
Target sequence (Q9Y5X4 whole entry, looked up, the tested form may be a part): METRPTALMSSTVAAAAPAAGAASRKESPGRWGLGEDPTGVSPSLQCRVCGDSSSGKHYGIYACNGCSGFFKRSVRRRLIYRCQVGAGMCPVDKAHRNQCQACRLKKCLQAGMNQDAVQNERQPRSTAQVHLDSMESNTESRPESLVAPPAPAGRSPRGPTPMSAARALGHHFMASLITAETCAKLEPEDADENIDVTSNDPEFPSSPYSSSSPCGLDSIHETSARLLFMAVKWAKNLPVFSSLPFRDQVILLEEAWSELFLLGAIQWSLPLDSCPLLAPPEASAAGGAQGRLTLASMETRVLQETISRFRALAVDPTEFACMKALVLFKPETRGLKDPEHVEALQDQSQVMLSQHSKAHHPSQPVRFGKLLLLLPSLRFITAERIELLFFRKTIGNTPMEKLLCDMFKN
NR2E3 ag-2: agonists of human nuclear receptor NR2E3; inhibition of corepressor binding, % at 4.78 µM; GST-NR2E3/biotin-RetCOR TR-FRET, 1536-well; AID 2300; 320,000 compounds, 0.12% hits;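 active = percent inhibition above the cutoff of mean plus 3 SD of all tested compounds, set per screening campaign, cut at about 20% in these data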;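 also: 0% = DMSO wells and 100% = biotin wells as full block of FRET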
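Format: 1536-well format; test system: GST-NR2E3 and biotin-RetCOR proteins; read-out basis: percent inhibition of TR-FRET ratio; timing: 5 h incubation at 4 °C; detection: time-resolved FRET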
C8 TRAIL sens: sensitizes caspase-8 expressing cells to TRAIL | NB7+C8 cells + TRAIL, ATPlite viability luminescence | inhibition (viability loss, TRAIL sensitization), % at 10 µM | 360,000 compounds, 1% hits | AID 624354;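 active = compounds causing at least 50% loss of cell viability in the single-dose screen, relative to plate controls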
MITF TRPM1 inh: inhibitors of MITF-driven TRPM1 promoter in melanoma cells | inhibition, % at 12.5 µM | SK-MEL-5 TRPM1 promoter luciferase, 24 h | 330,000 compounds, 0.83% hits;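 active = mean inhibition across replicates of 60% or more, whatever share of single replicates reaches that level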; also: values of inactives mirror those of a sister screen read the other way
CF NFkB block: blocks PAF-induced NF-kB reporter in cystic fibrosis cells. inhibition, % at 5 µM. KKLEB NF-kB-GFP reporter, GFP fluorescence overnight. 360,000 compounds, 0.86% hits;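 active = at least 50% inhibition at 5 µM, scaled per plate between neutral and stimulator controls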;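 also: PAF is a Pseudomonas aeruginosa culture filtrate used as stimulus; plate controls were PAF-stimulated DMSO wells for no effect and unstimulated DMSO wells for full effect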
Starred values were filed as active, the others as inactive; nt = no result given. A portion of the library; rates above refer to the full screens.

SMILES | KKLEB tox | HIF-2a block | Shn3 3UTR inh | TROY signal inh | TWEAK-Fn14 inh | Peg3 prom inh | NR2E3 ag-1 | NR2E3 ag-2 | C8 TRAIL sens | MITF TRPM1 inh | CF NFkB block
CCOc1ccc(OCC(=O)Nc2cc(Cl)ccc2-n2cncn2)cc1 | -6 | -50 | -2 | -21 | -11 | -39 | -30 | nt | -3 | nt | -1
Cc1[nH]c2ccccc2c1C(=O)COc1ccccc1 | -12 | -74 | -11 | -50 | -23 | -41 | -34 | 1 | -15 | -13 | 10
O=C(Cc1ccccc1)NCCCN1CCN(CCCNC(=O)Cc2ccccc2)CC1 | -2 | 14 | -1 | 0 | 6 | 20 | 9 | 3 | 2 | 3 | 0
CCCCN(C(=O)CCC(=O)Nc1cc(C)on1)C(C(=O)NC1CCCC1)c1cccc(OC)c1 (stereo not given) | 3 | 1 | 4 | -6 | -10 | 12 | -5 | 4 | -3 | -5 | -4
CC1CCCCC12NC(=O)N(CC(=O)NC(=O)NCc1ccco1)C2=O (stereo not given) | -12 | 18 | 9 | 7 | 15 | 15 | -15 | 0 | -1 | 8 | -7
O=C(CC1C(=O)NCCN1C(=O)Nc1ccc(F)cc1)Nc1ccc(F)cc1 (stereo not given) | -7 | 3 | -54 | -17 | -3 | 7 | -10 | 4 | 3 | -2 | 16
CC(=O)N1CCC(N(C(=O)Nc2ccc(Cl)cc2)C(C)C)CC1 | 4 | -9 | -5 | -44 | 2 | -1 | 6 | 1 | 5 | -5 | -9
C/C=C(\C)C(=O)NCCN1C2=NC[C@H](Cc3ccccc3)N2C[C@@H]1Cc1ccc(OC)cc1 | -1 | 10 | -3 | 1 | -5 | -16 | -18 | 1 | -1 | -3 | -12
Cc1ccc(-c2nc(SCC(=O)c3c(N)n(C)c(=O)n(C)c3=O)n[nH]2)cc1 | 4 | 4 | -17 | 8 | -20 | -17 | -11 | 0 | 7 | 7 | -16
NC(=O)Nc1ccccc1C(=O)N1CCC(O)(c2ccc(Cl)cc2)CC1 | 9 | 24 | -16 | 7 | -7 | 3 | -3 | -3 | -15 | -5 | -8
Cc1ccc(-c2nnn(CC(=O)N(c3ccc(F)cc3)C(C(=O)NC(C)(C)C)c3ccco3)n2)o1 (stereo not given) | -2 | 7 | 8 | 3 | -7 | 14 | -14 | -1 | -4 | 14 | 5
O=C(Nc1ccn(CCCNCc2ccccc2)c(=O)n1)OCc1ccccc1 | 8 | 10 | -1 | 11 | -5 | -10 | -5 | nt | -2 | -4 | -23
COc1ccc(C(=O)NCC(=O)N/N=C/c2cn[nH]c2-c2ccccc2)cc1 | 9 | 3 | 10 | 4 | -8 | -6 | -3 | 0 | -3 | 13 | -1
O=C(Nc1ccc(S(=O)(=O)N2CCCCC2)cc1)c1cccnc1Cl | 12 | 6 | 15 | 8 | 6 | 7 | -11 | 2 | -13 | 0 | 4
O=C1NC(=O)N(C2CCCCC2)CC1Br (stereo not given) | -6 | -1 | 2 | -12 | 8 | 5 | -4 | nt | -3 | 4 | 19
CSc1nnc(NC(=O)c2nc(S(=O)(=O)Cc3cccc(C)c3)ncc2Cl)s1 | -50* | 73* | 96* | 46 | 94* | 101* | 49 | 7 | 84* | 81* | 90*
Cc1cc(=O)n(Cc2ccccc2)c2c(C)cccc12 | -10 | 12 | 4 | 0 | 9 | 13 | -10 | 0 | 0 | 2 | -1
COc1ccc(C2CC(c3cccs3)n3nc(N)nc3N2)cc1 (stereo not given) | 2 | -163 | -3 | -37 | -61 | -76 | -12 | 4 | 11 | -27 | -39
Cc1ccccc1C(=O)NNC(=O)c1cc(S(=O)(=O)N2CCOCC2)ccc1C | 10 | 1 | 6 | 6 | -4 | -5 | -2 | 1 | -14 | -6 | -14
Cc1ccc(S(=O)(=O)Nc2nc(-c3ccccc3)cs2)cc1 | -17 | 13 | -11 | 8 | 5 | 17 | -18 | 0 | 1 | -12 | 8
CCOc1ccccc1NC(=O)CCC(=O)Nc1nnc(C2CCCCC2)s1 | 12 | -5 | 0 | -34 | -19 | -27 | 9 | 0 | -3 | 6 | -22
CN(C)CCCNC(=O)c1ccc(-c2ccccc2)cc1 | -6 | 4 | 2 | 6 | -17 | -3 | 9 | -4 | -4 | 0 | 6
COc1ccc(Cl)cc1NC(=O)CN(C)C(=O)c1ccc(C)s1 | -4 | 10 | 5 | 12 | 0 | 14 | -2 | 1 | 3 | 21 | 1
COc1ccc(CNC(=O)CSc2ccsc2[N+](=O)[O-])cc1 | 2 | -196 | -33 | -50 | -10 | -188 | -71 | 2 | 3 | -4 | -7
Cc1noc(C)c1COc1cccc(C(=O)NCc2cccc(Cl)c2)c1 | 3 | 0 | 3 | 5 | 5 | 4 | -4 | 2 | -4 | 6 | 5
COc1ccc(C(=O)NN2CCOCC2)cc1[N+](=O)[O-] | 7 | -11 | 0 | 11 | 11 | -6 | -15 | -2 | -3 | 9 | -8
O=C(CCn1c(=O)c2ccccc2n(Cc2ccccc2)c1=O)NCc1ccc2c(c1)OCO2 | 8 | 15 | 14 | -13 | 4 | 8 | -14 | 0 | -6 | 6 | -8
O=C(COc1ccc(Cl)cc1)OCc1csc(Nc2ccccc2)n1 | -3 | -29 | -18 | 37 | 12 | 1 | 5 | -3 | -7 | 3 | -11
COc1ccc(/C=C/C(=O)N(C)Cc2cccs2)cc1S(=O)(=O)N1CCOCC1 | 5 | 11 | -24 | -2 | -3 | 10 | 2 | -2 | 0 | 9 | 4
Cc1ccccc1NC(=O)/C=C/c1cccs1 | 9 | -343 | -131 | -27 | 1 | -230 | -114 | 0 | 7 | -51 | -18
Cc1c(Cl)cccc1NC(=O)Cc1cccs1 | -1 | -10 | -12 | -24 | 25 | -8 | -21 | 4 | 3 | 1 | 6
Cc1cc(C(=O)NCC(C)(C)N2CCOCC2)c(C)o1 | -3 | 2 | -4 | -27 | 12 | 9 | -8 | -5 | 10 | 7 | 8
CCCCNC(=O)CSc1nc(Cc2ccccc2)nc2ccccc12 | 0 | 31 | 5 | 13 | 19 | 25 | 14 | 2 | -14 | 3 | 30
C=CCn1c(N2CCN(c3ccc(OC)cc3)CC2)nc2c1c(=O)[nH]c(=O)n2C | -7 | 13 | 12 | -7 | -8 | 19 | 12 | 1 | -23 | 6 | 5
COc1ccc(C2=NN(C(=O)CCC(=O)O)C(c3ccccc3OC)C2)cc1 (stereo not given) | 7 | 2 | -1 | 7 | 7 | -9 | -17 | 2 | -6 | 10 | -17
CCc1ccc(C(=O)Nc2cccnc2Oc2ccc(Cl)cc2)cc1 | -21 | -56 | 22 | -4 | -58 | -10 | 17 | -2 | 9 | -4 | 13
O=C(NCC1CCCO1)c1ccc(Cl)c(S(=O)(=O)N2CCOCC2)c1 (stereo not given) | 11 | 10 | 15 | -13 | 3 | 3 | 2 | -1 | 7 | 1 | 13
CC(C)c1nnc(NC(=O)CCC(=O)N2CCN(c3ccccn3)CC2)s1 | 7 | -8 | 14 | -19 | -10 | -7 | -13 | 2 | -12 | -9 | -6
Cc1noc(C)c1NC(=O)Nc1cccc2c1O[C@H](CN(C)S(=O)(=O)c1c(C)noc1C)[C@@H](C)CN([C@H](C)CO)C2=O | 7 | 9 | 7 | -8 | -3 | 3 | -3 | nt | -6 | -3 | -16
CC(=O)Nc1ccc(-c2nnc(SCC(=O)n3c4c(c5ccccc53)CCCC4)n2C)cc1 | 11 | -8 | -39 | 3 | -2 | 1 | -18 | nt | -13 | 7 | 15
CC(=O)N1CC(C)Oc2ccc(S(=O)(=O)NC(CC(=O)O)c3ccccc3)cc21 (stereo not given) | -6 | 4 | -10 | 0 | -13 | 12 | -4 | 1 | 4 | 3 | 9
Nc1ccc2ccccc2c1[N+](=O)[O-] | -14 | 2 | -9 | -2 | -1 | 19 | -21 | nt | -6 | 5 | -7
c1csc(-c2nnc(COc3ccc4c(c3)OCO4)o2)c1 | -3 | -227 | -10 | -82 | -5 | -193 | -65 | 3 | -3 | -37 | 3
CC(=O)c1c(C)nn(CCC(=O)O)c1C | 0 | 11 | -12 | -11 | 4 | 6 | -10 | 6 | 1 | 4 | -4
Cc1cc(F)ccc1S(=O)(=O)Nc1ccc(C(=O)N2CCCCCC2)cc1 | -2 | 6 | -4 | 6 | -5 | 6 | 2 | 3 | 4 | -6 | -15
O=S(=O)(NCc1ccc(Cl)cc1)NCc1ccccc1F | 5 | 15 | 4 | 14 | 5 | -47 | 16 | 0 | 1 | 11 | -9

Structures shown so far containing a thiophene ring, fused or not:
SMILES | KKLEB tox | HIF-2a block | Shn3 3UTR inh | TROY signal inh | TWEAK-Fn14 inh | Peg3 prom inh | NR2E3 ag-1 | NR2E3 ag-2 | C8 TRAIL sens | MITF TRPM1 inh | CF NFkB block
COc1ccc(C2CC(c3cccs3)n3nc(N)nc3N2)cc1 (stereo not given) | 2 | -163 | -3 | -37 | -61 | -76 | -12 | 4 | 11 | -27 | -39
COc1ccc(Cl)cc1NC(=O)CN(C)C(=O)c1ccc(C)s1 | -4 | 10 | 5 | 12 | 0 | 14 | -2 | 1 | 3 | 21 | 1
COc1ccc(CNC(=O)CSc2ccsc2[N+](=O)[O-])cc1 | 2 | -196 | -33 | -50 | -10 | -188 | -71 | 2 | 3 | -4 | -7
COc1ccc(/C=C/C(=O)N(C)Cc2cccs2)cc1S(=O)(=O)N1CCOCC1 | 5 | 11 | -24 | -2 | -3 | 10 | 2 | -2 | 0 | 9 | 4
Cc1ccccc1NC(=O)/C=C/c1cccs1 | 9 | -343 | -131 | -27 | 1 | -230 | -114 | 0 | 7 | -51 | -18
Cc1c(Cl)cccc1NC(=O)Cc1cccs1 | -1 | -10 | -12 | -24 | 25 | -8 | -21 | 4 | 3 | 1 | 6
c1csc(-c2nnc(COc3ccc4c(c3)OCO4)o2)c1 | -3 | -227 | -10 | -82 | -5 | -193 | -65 | 3 | -3 | -37 | 3
